Assay outcomes (PubChem BioAssay)
pPAFAH FP inh: inhibitors of human plasma PAF acetylhydrolase (pPAFAH); Q13093; recombinant pPAFAH, FP-rhodamine probe fluorescence polarization; inhibition, % at 3.39 µM; 1.5% of 330,000 active;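 active = inhibition above the mean inhibition across the screen plus 3 SD, cut at about 25% in these data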;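 also: inhibitors block binding of the rhodamine activity-based probe so polarization drops; 0% = enzyme with DMSO and 100% = wells lacking pPAFAH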
PREPL inhibitor: human PREPL enzyme inhibition. Q4J6C6. recombinant PREPL, fluorescence polarization activity-based probe. inhibition, % at 5.96 µM. 0.68% of 320,000 active; in the data active = inhibition above about 43%;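 also: 0% = enzyme with DMSO and 100% = wells lacking enzyme; many of its hits are not listed in these tables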
Target sequence (Q4J6C6 whole entry, looked up): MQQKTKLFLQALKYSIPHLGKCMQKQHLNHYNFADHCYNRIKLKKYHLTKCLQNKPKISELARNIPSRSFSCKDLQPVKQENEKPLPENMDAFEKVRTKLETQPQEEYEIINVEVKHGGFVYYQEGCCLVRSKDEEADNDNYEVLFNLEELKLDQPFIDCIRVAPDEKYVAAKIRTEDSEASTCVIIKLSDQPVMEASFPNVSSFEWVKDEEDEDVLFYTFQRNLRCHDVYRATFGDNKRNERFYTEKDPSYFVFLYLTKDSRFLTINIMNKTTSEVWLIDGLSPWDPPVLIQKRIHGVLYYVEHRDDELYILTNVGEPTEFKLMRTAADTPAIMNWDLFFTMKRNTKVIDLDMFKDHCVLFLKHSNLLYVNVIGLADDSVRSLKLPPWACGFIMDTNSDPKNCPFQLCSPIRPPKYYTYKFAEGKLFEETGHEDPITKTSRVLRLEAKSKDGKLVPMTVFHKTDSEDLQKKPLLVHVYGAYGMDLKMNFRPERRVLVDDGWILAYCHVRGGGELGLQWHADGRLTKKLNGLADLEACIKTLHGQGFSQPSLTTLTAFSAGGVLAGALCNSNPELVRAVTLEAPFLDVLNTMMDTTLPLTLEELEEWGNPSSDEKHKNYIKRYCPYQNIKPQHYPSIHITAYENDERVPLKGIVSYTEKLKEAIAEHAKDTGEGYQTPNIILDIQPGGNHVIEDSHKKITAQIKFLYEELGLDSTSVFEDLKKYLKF
PAFAH1B3 FP inh: PAFAH1B3 (human) inhibition; Q15102; recombinant PAFAH1B3, FP-rhodamine probe, fluorescence polarization; AID 492972; 0.28% of 340,000 active; inhibition, % at 3.39 µM;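 active = inhibition above the screen-wide average of all tested compounds plus 3 SD, cut at about 25% in these data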;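 also: 0% = enzyme with DMSO only and 100% = wells lacking PAFAH1B3 protein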
LYPLA2 inh: blocks human lysophospholipase 2, a PME1 counter-screen. O95372. recombinant LYPLA2, FP-Rh probe fluorescence polarization. inhibition, % at 5.9 µM. 0.38% of 320,000 active. AID 2177;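 active = inhibition above the screen-wide mean plus 3 SD, limit set per campaign, cut at about 26% in these data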;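 also: 0% = LYPLA2 with DMSO and 100% = wells lacking LYPLA2 enzyme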
EBNA-1 inh: blocks EBNA-1 binding to DNA; EBNA-1 DNA binding, fluorescence polarization; inhibition, % at 14.8 µM; 0.34% of 300,000 active; AID 1950; in the data active = inhibition above about 28%
LYPLA1 counter: LYPLA1 (human) inhibition in PME1 counter-screen. O75608. 0.16% of 320,000 active. recombinant LYPLA1, FP-Rh probe fluorescence polarization. inhibition, % at 5.9 µM;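 active = inhibition above the mean of all tested compounds plus 3 SD, set per campaign, cut at about 14% in these data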;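 also: inhibitors block serine hydrolase probe labeling of LYPLA1 so polarization falls; 0% = enzyme with DMSO and 100% = wells lacking LYPLA1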
PAFAH2 FP inh: inhibitors of human PAFAH2; inhibition, % at 3.39 µM; Q99487; recombinant PAFAH2, FP-rhodamine activity probe, fluorescence polarization; 0.99% of 340,000 active; AID 492956;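 active = inhibition above the mean over all tested compounds plus 3 SD, cut at about 30% in these data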;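 also: inhibitors block probe labeling of enzyme so polarization drops; 0% = enzyme with DMSO and 100% = wells lacking PAFAH2 protein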
PAFAH1B2 inh: PAFAH1B2 (human) inhibition. 1.2% of 340,000 active. recombinant PAFAH1B2, FP-rhodamine activity probe, fluorescence polarization. inhibition, % at 3.39 µM. P68402;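 active = inhibition above the mean of all tested compounds plus 3 SD, cut at about 24% in these data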;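 also: 0% = enzyme with DMSO and 100% = wells lacking PAFAH1B2; many of its hits are not listed in these tables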
Target sequence (P68402 whole entry, looked up): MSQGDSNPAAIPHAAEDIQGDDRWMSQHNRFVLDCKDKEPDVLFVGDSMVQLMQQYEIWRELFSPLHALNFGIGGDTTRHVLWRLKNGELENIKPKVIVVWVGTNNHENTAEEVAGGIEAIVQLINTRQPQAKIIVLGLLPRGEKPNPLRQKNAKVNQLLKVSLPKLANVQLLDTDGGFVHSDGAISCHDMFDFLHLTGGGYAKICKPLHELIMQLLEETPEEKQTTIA
ZTA DNA inh: ZTA (EBV) inhibition in EBNA-1 counter-screen; 0.15% of 320,000 active; inhibition, % at 11 µM; AID 2234; ZTA-DNA binding, fluorescence polarization; in the data active = inhibition above about 33%
* = called active by the depositor; · = not tested or not shown; & = joins results of further samples. These rows are one share of the data (hit frequency here may not be typical).

cpd	SMILES	pPAFAH FP inh	PREPL inhibitor	PAFAH1B3 FP inh	LYPLA2 inh	EBNA-1 inh	LYPLA1 counter	PAFAH2 FP inh	PAFAH1B2 inh	ZTA DNA inh
1	Cc1ccc(C(=O)NCC(=O)NCC(=O)OCc2ccc(Cl)cc2)cc1	0.5	-17.7	-3.4	5.5	2.1	-1.2	-3.4	4.9	-3.6
2	O=C(CCNS(=O)(=O)c1ccccc1F)N1CCN(Cc2ccccc2)CC1	1.9	-0.4	5.5	7.0	-8.7	-0.3	0.1	3.8	-4.0
3	CCOC(=O)N1CCN(c2ccc3nnnn3n2)CC1	-3.9	7.9	10.4	-1.7	-9.0	-0.6	-4.1	4.0	1.7
4	Cc1noc(C)c1CSc1nc2cc(S(=O)(=O)N3CCOCC3)ccc2o1	6.2	-7.1	-3.4	9.9	8.5	0.6	5.7	3.6	9.6
5	CC1(C)C2CCC1(CS(=O)(=O)N1CCOCC1)C(=O)C2 (stereo unspecified)	4.6	13.6	4.6	-0.3	-11.3	1.7	6.2	1.6	-6.3
6	COc1ccc(-c2csc(NC(=O)CSCc3c(C)noc3C)n2)c(OC)c1	3.5	-6.7	5.6	-1.6	-0.8	-2.8	12.9	-1.3	2.2
7	CCOC(=O)c1[nH]c(C)c(C(=O)C(C)C)c1C	0.3	0.2	8.0	-1.9	-1.9	0.7	3.7	3.3	1.4
8	Cc1ccc(NC(=O)Cn2cnc3ccccc32)cc1C	0.2	2.6	5.8	-0.5	2.9	-2.2	3.8	1.6	11.0
9	CN(C)S(=O)(=O)c1cccc(NC(=O)c2ccc(-n3cncn3)c([N+](=O)[O-])c2)c1	4.3	-6.5	0.4	9.6	-0.8	-0.3	2.3	5.1	-10.6
10	O=C(O)CCc1nn2c3ccccc3n(CC(=O)c3cccs3)c2nc1=O	-1.1	9.1	-1.3	1.3	-8.1	-1.3	1.2	6.0	5.8
11	COc1ccc(CN2CCN(CCC(C)C)C(CCO)C2)cc1Cn1cncn1 (stereo unspecified)	6.3	5.6	1.6	-3.1	-0.1	-3.4	1.9	-1.0	-15.1
12	CC(C)C[C@H]1COCCS(=O)(=O)N1Cc1cccc(F)c1	-3.9	-4.5	0.4	-1.0	7.1	-4.4	-7.3	14.2	-6.1
13	CCNc1ccc([N+](=O)[O-])cc1	2.9	-3.2	3.3	0.6	0.5	1.3	10.0	3.1	-1.3
14	COc1ccc(NC(=O)CCC(=O)Nc2nnc(C(F)(F)F)s2)c(OC)c1	-0.7	22.1	5.5	6.6	-1.0	1.5	2.3	8.6	-23.4
15	Cc1[nH]c2ccccc2c1C(=O)/C=C/c1ccccc1Cl	3.9	12.3	1.8	-23.8	10.7	-14.2	-10.4	1.5	7.1
16	COc1cc(/C=N/NC(=O)C2=NNC(=O)C2C)ccc1O (stereo unspecified)	-1.8	4.1	4.4	1.5	-4.5	-2.8	-0.6	5.0	0.1
17	CCCn1c(CCC(=O)O)ccc1-c1cccs1	20.6	1.4	6.3	2.0	15.7	2.4	6.3	9.1	-11.1
18	COC(=O)c1[nH]c2ccc(F)cc2c1NC(=O)C1=COCCO1	-0.2	-6.4	6.7	-2.2	-2.0	-1.6	2.7	1.4	8.8
19	CC(C)N1CCc2c(sc(NC(=O)CN3C(=O)c4ccccc4C3=O)c2C(N)=O)C1	5.8	0.0	10.7	-2.1	3.5	0.7	-1.0	0.5	9.5
20	COc1ccc2cc3cc(C(=O)NCCCN4CCC(C)CC4)oc3nc2c1	-3.1	-2.8	1.3	-1.2	-8.8	3.8	1.5	7.4	-6.2

Results in sequence from the entries so far.
PREPL inhibitor, nos. 1 to 9, in order: -17.7, -0.4, 7.9, -7.1, 13.6, -6.7, 0.2, 2.6, -6.5
pPAFAH FP inh, nos. 1 to 9, in order: 0.5, 1.9, -3.9, 6.2, 4.6, 3.5, 0.3, 0.2, 4.3
PAFAH1B2 inh, nos. 1 to 9, in order: 4.9, 3.8, 4.0, 3.6, 1.6, -1.3, 3.3, 1.6, 5.1

Following part
cpd	SMILES	pPAFAH FP inh	PREPL inhibitor	PAFAH1B3 FP inh	LYPLA2 inh	EBNA-1 inh	LYPLA1 counter	PAFAH2 FP inh	PAFAH1B2 inh	ZTA DNA inh
21	O=C(c1ccc(Br)cc1)N(Cc1ccco1)C1CCS(=O)(=O)C1 (stereo unspecified)	1.4	11.3	-0.1	7.2	4.2	-0.4	0.0	4.1	8.3
22	Cc1ccc(S(=O)(=O)N2CCC(C(=O)N[C@@H](C)C(=O)Nc3ccc(F)cc3)CC2)cc1	-10.9	13.0	-1.8	-1.8	-0.3	-3.5	-1.3	9.9	4.7
23	COC(=O)/C=C/c1cnc[nH]1	2.4	0.8	11.8	-4.0	3.0	-4.3	-2.6	0.2	7.1
24	Cc1ccc(N2C(=O)c3ccc(C(=O)O)cc3C2=O)cc1C	9.7	4.0	6.2	10.5	-0.5	-3.0	5.5	-2.0	-7.5
25	O=C(NCc1ccc(Cl)cc1)C1CCC(=O)N(C2CC2)C1 (stereo unspecified)	-2.7	5.0	8.2	-7.4	-10.9	0.4	-2.4	7.3	-4.3
26	COc1ccc(S(=O)(=O)N2CCC(C(=O)NCC3CC3)CC2)cc1	6.9	1.0	4.6	7.4	9.5	4.3	-5.7	3.2	-5.3
27	O=C(CCc1ccccc1)Nc1c(F)cccc1F	2.9	-5.0	-5.2	-3.7	11.3	-2.9	-2.1	2.1	12.3
28	N#CCN1C(=O)C(=O)N(Cc2cccc(Cl)c2)C1=O	-2.7	-1.1	-0.9	-6.3	-9.9	-1.1	2.6	7.9	0.4
29	CCC(C)(C)NC(=O)C(c1ccc(F)cc1)N(Cc1cccs1)C(=O)c1cnccn1 (stereo unspecified)	0.3	11.2	-2.8	-4.4	-10.3	-1.2	-4.5	5.4	-6.3
30	O=C(O)c1ccc2c(c1Nc1ccccc1)C(=O)c1ccccc1C2=O	10.1	17.1	17.9	-1.8	-15.6	1.0	13.3	10.3	-4.7
31	CC(=O)c1cccc(NC(=O)C2CCN(S(=O)(=O)c3ccc(F)cc3)CC2)c1	0.9	1.5	1.3	-2.7	2.8	-0.1	1.0	4.8	10.3
32	c1ccc(SCc2nc(-c3ccncc3)n[nH]2)nc1	1.9	-3.7	2.7	6.5	-0.3	2.0	-1.5	9.2	9.5
33	O=C(NCCc1ccccc1)C1CCCN1C(=O)Nc1ccc(Cl)cc1 (stereo unspecified)	0.2	-1.6	6.7	-0.6	-7.3	-4.0	11.1	2.6	6.4
34	Cc1ccc(C(=O)COC(=O)c2cc(Cl)nc3ccccc23)cc1	-3.8	-2.1	-3.9	13.5	8.5	-7.6	-2.5	4.9	-1.1
35	CCOc1ccc(CCNC(=O)COC(=O)c2cccnc2Cl)cc1OCC	3.5	7.2	-3.8	4.3	-2.3	-1.7	-2.3	3.0	1.6
36	C[n+]1cc(-c2ccccc2)oc1-c1ccccc1	1.9	7.2	-4.4	2.3	0.2	4.7	0.5	4.4	-6.2
37	N#CC1(c2ccccc2)CCC(=O)N1Cc1ccccc1 (stereo unspecified)	9.5	-3.2	2.5	-4.5	7.5	1.1	-6.6	6.4	7.2
38	c1cc(CNCCCN2CCOCC2)ccn1	-0.8	-3.7	2.6	1.5	1.0	0.7	-11.5	-0.1	10.9
39	Cc1c(Cl)cccc1Nc1ncccc1C(=O)O	3.2	7.7	-0.3&11.4	-1.8	9.7	2.5	5.8&7.6	2.9&3.6	19.4
40	Cc1ccc(CNC(=O)C2CCCN(S(=O)(=O)c3c(C)noc3/C=C/N(C)C)C2)cc1 (stereo unspecified)	3.5	11.3	-1.3	3.0	7.1	-2.5	-6.4	6.0	-2.2

The closing six entries of the part above open the next one:
Each structure is followed by: pPAFAH FP inh, PREPL inhibitor, PAFAH1B3 FP inh, LYPLA2 inh, EBNA-1 inh, LYPLA1 counter, PAFAH2 FP inh, PAFAH1B2 inh, ZTA DNA inh
35. CCOc1ccc(CCNC(=O)COC(=O)c2cccnc2Cl)cc1OCC
→ 3.5, 7.2, -3.8, 4.3, -2.3, -1.7, -2.3, 3.0, 1.6
36. C[n+]1cc(-c2ccccc2)oc1-c1ccccc1
→ 1.9, 7.2, -4.4, 2.3, 0.2, 4.7, 0.5, 4.4, -6.2
37. N#CC1(c2ccccc2)CCC(=O)N1Cc1ccccc1 (stereo unspecified)
→ 9.5, -3.2, 2.5, -4.5, 7.5, 1.1, -6.6, 6.4, 7.2
38. c1cc(CNCCCN2CCOCC2)ccn1
→ -0.8, -3.7, 2.6, 1.5, 1.0, 0.7, -11.5, -0.1, 10.9
39. Cc1c(Cl)cccc1Nc1ncccc1C(=O)O
→ 3.2, 7.7, -0.3&11.4, -1.8, 9.7, 2.5, 5.8&7.6, 2.9&3.6, 19.4
40. Cc1ccc(CNC(=O)C2CCCN(S(=O)(=O)c3c(C)noc3/C=C/N(C)C)C2)cc1 (stereo unspecified)
→ 3.5, 11.3, -1.3, 3.0, 7.1, -2.5, -6.4, 6.0, -2.2
41. Cc1ccccc1NC(=O)c1cc(=O)c2ccccc2o1
→ 8.2, 8.6, 1.2, 4.3, 4.9, 1.3, 5.1, 2.1, 10.5
42. Cc1cccc(OCC(=O)Nc2ccc(C(=O)O)cc2NC(=O)COc2cccc(C)c2)c1
→ 7.9, -22.3, -2.9, 5.0, 6.3, 3.4, 11.2, 18.2, -2.2
43. COc1ccc(C)cc1NC(=O)CSc1nnc2ccc(-c3cccnc3)nn12
→ -3.3, 5.5, -2.2, 2.7, -0.5, 0.5, -0.1, 2.8, -15.2
44. COc1ccc(OC)c(S(=O)(=O)NCc2ccccc2)c1
→ -0.1, 0.7, -1.0, -1.3, 9.2, 0.0, -1.1, 2.6, -4.0
45. Cc1cc(C)c(NC(=O)CNC(=O)COC(=O)Cc2ccccc2C)c(C)c1
→ 1.6, -5.5, 3.9, -1.3, ·, 1.9, -3.8, -0.7, 1.9
46. S=C(Nc1ccc(Oc2ccccc2)cc1)N1CCOCC1
→ 6.9, -0.2, 115.1*, 5.6, 3.3, -0.3, 127.1*, 93.2*, -11.6
47. O=C(NCC1COc2ccccc2O1)c1ccc(NC(=O)C2CCCO2)cc1 (stereo unspecified)
→ 7.3, -3.1, 2.2, 0.8, -1.0, -2.5, -7.0, 6.2, 9.7
48. CCC(C)N(C(=O)COC(=O)c1nc2nc(C)cc(C)n2n1)C1CCS(=O)(=O)C1 (stereo unspecified)
→ -0.3, 5.1, 6.9, -0.8, -13.9, -1.8, -2.8, 1.4, 7.0
49. CN(C)S(=O)(=O)c1ccc2nc(NC(=O)c3cccs3)sc2c1
→ 4.3, 1.5, 2.2, 7.3, 2.5, 1.0, 2.6, -1.6, -12.5
50. CS(=O)(=O)c1ccc(CNC(=O)[C@]2(C(F)(F)F)C[C@H](CCc3ccccc3)CCCO2)cc1
→ 4.9, -23.3, 10.0, 0.1, -1.5, -1.1, -1.0, 8.4, 6.5
51. O=C(NCc1cccs1)c1ccc(N2CCCC2=O)cc1
→ 6.0, 22.9, 2.9, 7.7, 3.5, -1.1, 2.2, 2.0, 4.2
52. COc1ccc(N(CC(=O)NCC(C)C)S(=O)(=O)c2ccccc2)cc1
→ 1.4, 14.0, 10.2, 4.4, 13.5, 1.4, 4.9, 0.9, 0.2
